Bioassay records as filed in PubChem BioAssay.
H9c2 TAG inh: inhibitors of triacylglycerol accumulation | H9c2 cells, Nile Red lipid (TAG) fluorescence; cells loaded with 200 µM oleic acid | 0.66% of 230,000 active | inhibition, % at 12.5 µM;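 active = pattern-corrected inhibition of lipid staining of at least 50% with the nuclear-stain viability signal not falling by more than 50%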;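 note: 0% = DMSO wells and 100% = triacsin C control wells; some results filed as inactive read as strong as hits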
H9c2 TAG inh DAPI viability: recorded beside H9c2 TAG inh, whose call it bears; DAPI nuclei signal change (viability), lower = more cytotoxic, %;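 whole-well DAPI fluorescence read on a plate reader as a viability signal; minus 50 percent equals half of cells still viable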
An asterisk follows results filed as active. These rows are one share of the data. The share of hits here may be higher or lower than overall.

SMILES	H9c2 TAG inh	H9c2 TAG inh DAPI viability
CCOC(=O)C1=C(C)NC2=C(C(=O)C(C(=O)OCC)C(c3cccc(OC)c3)C2)C1c1ccccn1 (configuration not stated)	-21	10
O=C(O)c1cccc2c1C(=O)N(C1CCCC1)C2	-9	2
O=C(Cc1coc2ccc3ccccc3c12)Nc1nnc(C2CC2)s1	10	-3
Cc1ccc(N(CCC#N)C(=O)COC(=O)c2nc3nc(C)cc(C)n3n2)cc1	-9	-2
CCCCNC(=O)CCCCCNS(=O)(=O)c1ccc(Br)cc1	-10	-3
COc1cc(/C=N/N2CCN(Cc3ccccc3)CC2)cc(OC)c1OC	-3	2
CC(C)(C)c1ccc(C(O)c2ncc(-c3ccccc3Cl)[nH]2)cc1 (configuration not stated)	-21	10
COc1ccc(-c2noc(CSc3nc(N)cc(=O)[nH]3)n2)cc1	-6	11
Cc1c(NC(=O)/C=C/c2ccc(S(=O)(=O)N3CCOCC3)cc2)c(=O)n(-c2ccccc2)n1C	5	3
C(=C\c1ccccc1)/CNCC1CCCO1 (configuration not stated)	-3	5
CN(Cc1ccc(F)cc1)C(=O)CCc1nnc(-c2ccccc2)o1	-23	-2
C[C@]12c3[nH]c4cc(-c5ccco5)ccc4c3CCN1C(=O)[C@@H](CC(=O)NCCN1CCOCC1)C[C@@H]2C(=O)N1CCCCC1	3	13
CNC(=O)C(=O)NCCc1ccc(Cl)cc1	-5	8
O=C(c1ccc2ncsc2c1)N1CCN(c2ccc(O)cc2)CC1	-6	-8
c1nc(N2CCCCC2)c2[nH]cnc2n1	-15	-10
COc1ccc(NC(=S)N(CCCN2CCC(C)CC2)Cc2cccs2)cc1	-6	13
CCOC(=O)c1ccc(NC(=O)C2(N3C(=O)c4ccccc4C3=O)CCCC2)cc1	3	-9
CC(C)CC(NC(=O)OC(C)(C)C)c1cn([C@@H](CCC(=O)OC(C)(C)C)C(=O)N2CCN(C(=O)OC(C)(C)C)CC2)nn1 (some centres not stated)	22	-7
Cc1csc(SCc2nc3sc4c(c3c(=O)[nH]2)CCC4)n1	-17	17
O=C(N/N=C/c1cn(Cc2ccccc2)c2ccccc12)c1ccncc1	-109	-9
Clc1ccc(-n2cc(-c3ccc(Br)cc3)[n+]3c2CCCCC3)cc1	-23	-10
Cc1ccc(C)c(-c2[nH]ncc2CN2CCCC(CO)(Cc3ccccc3C)C2)c1 (configuration not stated)	7	16
CC1CCC(NC(=O)CN2C(=O)c3ccccc3S2(=O)=O)CC1 (configuration not stated)	-3	6
CC(C)N(Cc1ccccc1)C(=O)/C=C/c1ccccc1[N+](=O)[O-]	-9	3
O=C(O)CCc1ccc(-c2ccccc2)n1CC1CCCO1 (configuration not stated)	-4	3

Next part.
SMILES	H9c2 TAG inh	H9c2 TAG inh DAPI viability
S=c1[nH]nc(COc2ccccc2)n1-c1ccc(Cl)cc1	0	1
O=C(NCCCn1ccnc1)c1cc(-c2ccc(Br)cc2)on1	6	2
COc1ccc(CCN(C)C(=O)c2c(C)noc2C)cc1OC	14	-2
CC(C)CCN1C(=O)c2ccc(C(=O)OCC(=O)N(C)C3CCS(=O)(=O)C3)cc2C1=O (configuration not stated)	-1	5
CCNS(=O)(=O)c1ccc(CCC(=O)N2CCN(c3ccccc3)CC2)cc1	9	0
O=C(CN1C(=O)COc2ccc(Cl)cc21)N1CCCCC1	5	3
CC(=O)N1CCN(S(=O)(=O)c2cccc(C(=O)OCC(=O)N(CCC#N)c3ccc(F)cc3)c2)CC1	3	-13
COc1ccc(N2CCN(CC(O)COc3ccc4c(c3)CCC4)CC2)cc1 (configuration not stated)	-19	22
Cc1ccc(N(CC(=O)NC(C)(C)C)C(=O)CNC(=O)c2cccs2)cc1	-4	-1
CCOC(=O)Cn1c(=N)n(CCOc2cccc(C)c2)c2ccccc21	-8	11
Cc1ccc(NS(=O)(=O)c2ccc(NC(=O)C3CC3)cc2)cc1C	-23	3
O=C1CC(c2cccc(F)c2)C2=C(CCCC2=O)N1 (configuration not stated)	0	-3
O=C(CSc1nnc(COc2cccc3cccnc23)o1)N1CCN(C(=O)c2ccco2)CC1	-10	1
COC(=O)/C=C/c1oc2ccccc2c1C	0	-6
Cc1cnc(C(=O)Nc2ccc(N3CCN(C(=O)OC(C)(C)C)CC3)cc2)cn1	11	-7
CSC1=NCCN1C(=O)c1c(F)cccc1Cl	13	-5
COC(=O)c1sc(-c2ccc(Cl)cc2)cc1NC(=O)c1ccccc1C(=O)O	9	0
O=C(Nc1nccs1)c1ccc(S(=O)(=O)N2CCCCC2)cc1	-23	14
Cc1oc(-c2cccc3ccccc23)nc1CN1CCN(c2ncnc3ccccc23)CC1	-17	16
Cc1nonc1C1CCCN1Cc1cn[nH]c1-c1ccc2c(c1)OCO2 (configuration not stated)	-13	9
CCOC(=O)Cc1[nH]nc2c1C(C1C=CCCC1)C(C#N)=C(N)O2 (configuration not stated)	-3	2
COC(=O)c1cc(C(=O)CC(C)C)c[nH]1	1	-5
COc1ccc(C(=O)Nc2nc(C)c(C(=O)N(C)C)s2)cc1OC	8	0
COc1ccc(CCNS(=O)(=O)CCNC(=O)c2ccc3c(c2)OCO3)cc1	12	-4
O=C(c1ccccc1)c1c[nH]cc1-c1ccccc1	-38	2

(continued)
SMILES	H9c2 TAG inh	H9c2 TAG inh DAPI viability
COc1cc(CN2CCNC(=O)C2CC(=O)N2CCCCO2)cc(OC)c1 (configuration not stated)	-4	-1
CCn1cc(-c2ccnc3cc(C(=O)O)nn23)c(C)n1	5	7
CCC1Oc2ccccc2N(CC(=O)NCCc2ccc(OC)c(OC)c2)C1=O (configuration not stated)	19	-7
CNC(=O)C1Cc2c(-c3ccc4c(c3)OCO4)ccnc2O1 (configuration not stated)	-6	8
Cc1ccc(C(=O)Nc2c(C)n(C)n(-c3ccccc3)c2=O)cc1S(=O)(=O)N1CCCCC1	11	-9
O=C(NN=Cc1c[nH]c2ccccc12)NN=Cc1c[nH]c2ccccc12	-5	2
COc1cc(-c2nnc3sc(-c4ccncc4)nn23)cc(OC)c1OC	6	17
Cc1ccccc1NC(=S)Nn1cnnc1	-2	8
O=C(NNC(=O)C1C2CCC(C2)C1C(=O)O)c1cccc(Cl)c1 (configuration not stated)	0	-4
CC1CN(C(=O)COc2ncnc3ccccc23)CC(C)O1 (configuration not stated)	-14	1
CCCNC(=O)c1ccc2c(c1)S(=O)(=O)c1ccccc1C2=O	2	4
CC(C)n1c(-c2ccco2)csc1=Nc1cccnc1	-30	1
COc1cc(OC)cc(C(=O)NCc2cccnc2)c1	-4	-6
N#C/C(=C(\O)Cc1ccccc1)c1nc2ccccc2[nH]1	-12	0
Cc1ccc(S(=O)(=O)NCc2ccncc2)cc1	-13	-2
O=C(NCc1ccncc1)c1csc([C@@H]2O[C@H](CO)[C@@H](O)[C@H]2O)n1	2	-7
CCCn1c(SCC(=O)N(C)C2CCS(=O)(=O)C2)nc2sc3c(c2c1=O)CCC3 (configuration not stated)	-1	-2
Cc1cc2nc(CCl)cc(=O)n2[nH]1	-1	-11
Cc1cc(Oc2cccc3c2S(=O)(=O)N(C2CCCC2)CC(COCc2ccccc2)O3)cc(C)c1C (configuration not stated)	16	0
Cc1c(C)n(C)c2ccc(C(=O)Nc3cccc4ccccc34)cc12	43	-7
CC(CCc1ccccc1)NC(=O)COC(=O)C(CCC(N)=O)NC(=O)c1ccc(F)cc1 (configuration not stated)	7	-3
O=C(COC(=O)CNC(=O)C1CCCCC1)Nc1ccccc1Cl	0	-5
CC1(C)CC(N2CCCC2)=CC(=[N+]2CCCCCC2)C1	-17	-10
CCN1CCN(CC(=O)Nc2cccc(C)c2C)C(=O)C1=O	9	9
COc1ccc(OCCCC(=O)NNC(=O)c2ccncc2)cc1	6	0

Ordered by heavy-atom count (smallest number first): part of the list above.
SMILES	H9c2 TAG inh	H9c2 TAG inh DAPI viability
Cc1cc2nc(CCl)cc(=O)n2[nH]1	-1	-11
CNC(=O)C1Cc2c(-c3ccc4c(c3)OCO4)ccnc2O1 (configuration not stated)	-6	8
CCCNC(=O)c1ccc2c(c1)S(=O)(=O)c1ccccc1C2=O	2	4
O=C(NN=Cc1c[nH]c2ccccc12)NN=Cc1c[nH]c2ccccc12	-5	2
CC(CCc1ccccc1)NC(=O)COC(=O)C(CCC(N)=O)NC(=O)c1ccc(F)cc1 (configuration not stated)	7	-3
Cc1cc(Oc2cccc3c2S(=O)(=O)N(C2CCCC2)CC(COCc2ccccc2)O3)cc(C)c1C (configuration not stated)	16	0

In another format: results already given.
Molecule | H9c2 TAG inh | H9c2 TAG inh DAPI viability
O=C(NNC(=O)C1C2CCC(C2)C1C(=O)O)c1cccc(Cl)c1 (configuration not stated) | 0 | -4
CC1CN(C(=O)COc2ncnc3ccccc23)CC(C)O1 (configuration not stated) | -14 | 1
CCCNC(=O)c1ccc2c(c1)S(=O)(=O)c1ccccc1C2=O | 2 | 4
CC(C)n1c(-c2ccco2)csc1=Nc1cccnc1 | -30 | 1
COc1cc(OC)cc(C(=O)NCc2cccnc2)c1 | -4 | -6
N#C/C(=C(\O)Cc1ccccc1)c1nc2ccccc2[nH]1 | -12 | 0
Cc1ccc(S(=O)(=O)NCc2ccncc2)cc1 | -13 | -2

Back to the main list with the four entries that preceded the break.
SMILES	H9c2 TAG inh	H9c2 TAG inh DAPI viability
O=C(COC(=O)CNC(=O)C1CCCCC1)Nc1ccccc1Cl	0	-5
CC1(C)CC(N2CCCC2)=CC(=[N+]2CCCCCC2)C1	-17	-10
CCN1CCN(CC(=O)Nc2cccc(C)c2C)C(=O)C1=O	9	9
COc1ccc(OCCCC(=O)NNC(=O)c2ccncc2)cc1	6	0
CCc1cc2c(=O)n(C(C)C(=O)OC3CCCCC3)cnc2s1 (configuration not stated)	0	4
COc1ccc(-c2nnn(CC(=O)OC3CCCCC3)n2)cc1OC	19	5
CCCCN=C1CC(C)(C)CC(=O)/C1=C(/O)CCCN1C(=O)c2ccccc2C1=O	-8	-4
CCCN(CC(=O)Nc1ccc(F)c(F)c1F)C(=O)Cc1ccc(S(=O)(=O)N2CCOCC2)s1	19	-5
CC1CCN(C(=O)COC(=O)C2CCN(S(=O)(=O)c3c(Cl)cccc3Cl)CC2)CC1	-8	-3
O=C1OC[C@@H]2CCCN2C(=O)[C@H](CC(=O)N(CCO)Cc2ccccc2)C/C=C\CC[C@H]1Cc1ccc(F)cc1	6	-4
CN(C1=NS(=O)(=O)N=C(N(C)c2ccccc2)O1)c1ccccc1	-6	-2
Cc1ccc(OCC(=O)N(Cc2ccccc2)c2ccccn2)cc1	1	-6
CSc1ncccc1C(=O)N(C)CC(=O)Nc1cccc(F)c1	-19	2
COc1ccc(-c2csc3ncnc(N4CCN(S(=O)(=O)c5ccc(C)cc5)CC4)c23)cc1	12	-2
CCOc1cc2c(cc1OCC)CN(CC(=O)Nc1ccccc1C(=O)NC1CC1)CC2	42	-4
CN(C)Cc1cc(C(F)(F)F)ccc1C(O)(c1ccccc1)c1ccccc1	-9	16
CCC1([N+](=O)[O-])COC(c2ccc(C)cc2)OC1 (configuration not stated)	-7	2
O=C(CSc1n[nH]c(=O)[nH]c1=O)NCC1CCCCC1	-8	5
Cc1nnc(NC(=O)c2ccco2)s1	2	-2
Cc1nc([N+](=O)[O-])cn1CC(O)c1ccc(-c2ccccc2)cc1 (configuration not stated)	4	-2
CC(C)c1ccc(NC(=O)COc2ccccn2)cc1	-7	2
C=CCSc1nnc(CNC(=O)c2ccc(Cl)cc2)n1CC	4	-9
CCCNC(=S)N1CCC(NC(=O)C2CCCCC2)CC1	18	-5
O=C(NCc1ccc(Cl)cc1)c1ccc(CSc2nc3ccncc3[nH]2)cc1	-11	11
COc1cc(C(=O)NC(C)c2cnn(-c3ccccc3C)c2C)cc(OC)c1OC (configuration not stated)	-5	3
O=C1CC(c2ccc(Cl)cc2)CC(O)=C1C=NCc1ccc(Cl)c(Cl)c1 (configuration not stated)	-3	18
O=C1C=CC(=O)c2c(O)c(N3CCN(CCOCCO)CC3)c(Br)c(O)c21	101*	-46*
COc1ccc(C(c2c[nH]c3ccccc23)c2c[nH]c3ccccc23)cc1O	16	-5
CCCNC(=O)c1cc(C2CCCCN2C(=O)c2ccc(NC(C)=O)cc2)on1 (configuration not stated)	12	-8

(next part)
SMILES	H9c2 TAG inh	H9c2 TAG inh DAPI viability
COc1ccccc1C(=O)NCCn1cc(SCC(=O)Nc2nnc(C)s2)c2ccccc21	13	-6
CC1CC(C)C[N+](=C2C=C(N3CCCC3)CC(C)(C)C2)C1 (configuration not stated)	-22	-3
COc1ccc2oc(C(=O)OCC(=O)NCc3ccc(OC)c(OC)c3)c(C)c2c1	18	0
Cc1cc(C(=O)Nc2ccncc2)c2ccccc2n1	11	-7
Cc1cc(NC(=O)CS(=O)(=O)c2c[nH]c3ccccc23)no1	19	-2
O=C(c1ccc(O)cc1)c1ccc(C(=O)c2ccc(O)cc2)cc1	7	4
O=C(CNC(=O)c1ccc(Cl)cc1Cl)OCC(=O)N1CCN(c2ccccc2)CC1	4	-4
Cc1nc2ccc(-c3nc4ccccc4o3)cc2[nH]1	11	15
COc1ccc(CNC(=O)CN(CC2CCCO2)C(=O)CNS(=O)(=O)c2ccccc2)cc1 (configuration not stated)	-11	-7
O=C(CN1N=C(C(F)(F)F)CC1(O)c1ccc([N+](=O)[O-])cc1)c1ccccc1 (configuration not stated)	5	-9
CC1(C)C2CCC(C2)C1(C)NC(=O)CNCC1CCCCC1 (configuration not stated)	-10	-1
Cc1cc(C)n(CCN(C)C(=O)C2CCC(=O)N(CCN3CCOCC3)C2)n1 (configuration not stated)	5	0
COc1ccccc1N(CC(=O)NC1CCCCC1C)S(=O)(=O)c1cccs1 (configuration not stated)	-13	-3
COc1ccc2[nH]c(C(=O)O)c(NC(=O)c3ccccc3[N+](=O)[O-])c2c1	0	6
COc1ccc(C)cc1NC(=O)CSc1nnc2ccc(-c3ccccn3)nn12	18	1
COc1cccc(CN2CCNC(=O)C2CC(=O)O)c1OC (configuration not stated)	5	2
